# LDHA block = qHTS assay for inhibitors of human lactate dehydrogenase; purified LDHA, NADH/diaphorase-resazurin fluorescence; stronger effect = lower value; activity change, % (values are at about 110 or 230 µM); hit rate 0.15% among 480,000; AID 1347041, 2019; in the data active means activity change below about -30%;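 further: plate controls were DMSO wells for no effect and wells without enzyme for full effect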
#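 Human LDH5 (2 nM) was incubated with 0.06 mM NADH and 0.2 mM pyruvate for 5 min at room temperature in Tris pH 7.4. Remaining NADH was coupled through diaphorase/resazurin, and resorufin fluorescence was read at 0 and 20 min.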
# An asterisk follows results filed as active; & = joins results of further samples. Only part of the results is shown (hit frequency here may not be typical).
SMILES,LDHA block
Cc1ccc(-n2nnnc2SCC(=O)N2CCN(CC(=O)N3CCCC3)CC2)c(C)c1,2
Cn1c(=O)c2c(ncn2CC(=O)c2ccc(C(C)(C)C)cc2)n(C)c1=O,3
COC(=O)c1c(C)[nH]c(C(=O)C(C)OC(=O)c2ccc(F)cc2)c1C (configuration not stated),0
O=C(N/N=C1\CC2CCC1C2)c1ccc(Cl)cc1Cl (configuration not stated),3
COc1ccc(CNCc2sccc2C)cc1,8
Cn1c(=O)c2c(nc(SCCCc3ccccc3)n2Cc2ccccc2)n(C)c1=O,4
CC(C)n1nc(C(=O)NC2CCS(=O)(=O)C2)c2ccccc2c1=O (configuration not stated),4
CC(C)c1ccc(/C=N/NC(=O)Cc2cccc3ccccc23)cc1,2
CONC(=O)Cn1c2ccccc2c(=O)c2ccccc21,-3
COc1ccc2cnn(CC(=O)Nc3cccc(F)c3)c(=O)c2c1OC,2
COc1ccc(C(=O)NCc2n[nH]c(=O)c3ccccc23)cc1OC,6
CC(C)n1cnnc1SCCOc1ccccc1Cl,0
CC(=O)c1cc(C)cc(C)c1O,17
CCN(C(=O)Cn1nc(-c2ccc(C)c(C)c2)ccc1=O)c1cccc(C)c1,2
CCCc1ccc(C(=O)Cn2nnc(-c3ccccc3Br)n2)cc1,1
COc1ccc(/C=C(/C#N)C(=O)c2c(Cl)cccc2Cl)cc1,7
CC(=O)Oc1c(C)cc2sc3ccccc3c(=O)c2c1C,17
Cc1ccc(NS(=O)(=O)c2ccc(NN)c([N+](=O)[O-])c2)c(C)c1,-1
CC(=O)N(c1nc(C)c(C(=O)Nc2ccc3cc[nH]c3c2)s1)C(C)C,-8
CCN(CC)C(=O)/C=C/c1csc(C)n1,2
Cc1cccc2[nH]cc(C(=O)/C(C#N)=C\c3ccccc3F)c12,7
Cc1ccc(-c2cc(C(=O)NCc3ccncc3)[nH]n2)c(O)c1C,-1
CCCc1cc(=O)oc2cc(OC(C)C(=O)NCCCN3CCCC3=O)c(Cl)cc12 (configuration not stated),2
Nn1c(SCC(=O)NCCc2ccc(F)cc2)nnc1-c1ccco1,-11
CCC(O)C1=C(c2ccccc2)Oc2ccccc2C1c1ccccc1 (configuration not stated),0
CC1Sc2ccc(C(=O)OCC(N)=O)cc2NC1=O (configuration not stated),9
Cc1ccc(-c2cc(C(=O)OCC(=O)NC(=O)NC(C)(C)C)c3ccccc3n2)o1,-2
CCSc1nc(N2CCNCC2)c2sc3c(c2n1)COC(C)(C)C3,5
N#Cc1c(N)n[nH]c1CCCNC(=O)C1c2ccccc2Oc2ccccc21,9
COc1ccc(C)cc1NC(=O)CSc1nc2ccsc2c(=O)n1-c1ccccc1,-20

# A draw from above in order of length of the SMILES, lowest first.
SMILES,LDHA block
CCN(CC)C(=O)/C=C/c1csc(C)n1,2
CC1Sc2ccc(C(=O)OCC(N)=O)cc2NC1=O (configuration not stated),9
Cc1ccc(NS(=O)(=O)c2ccc(NN)c([N+](=O)[O-])c2)c(C)c1,-1

# More compounds:
SMILES,LDHA block
COC(=O)c1[nH]c2ccccc2c1NC(=O)CCC1CCCC1,3
Cc1ccc(-c2cnc(SCC(=O)Nc3ccccc3F)o2)cc1C,-7
O=C(Nc1ccc(-c2nc3ccccc3o2)cc1)c1ccc(Cl)c([N+](=O)[O-])c1,6
CCn1c2ccccc2c2cc(NC(=O)c3ccc[n+]([O-])c3)ccc21,5
CCn1cnc2c1c(=O)n(CC(=O)c1cc(C)n(C)c1C)c(=O)n2Cc1ccccc1,-15
Clc1cc(Cl)cc(OCc2cc(-c3ccco3)on2)c1,5
Cc1ccc(C(=O)OCC(=O)Nc2ccccc2N2CCCC2=O)c(O)c1,-5
O=C(Nn1cnnc1)c1ccc(Cl)cc1Cl,3
O=C1CC(c2ccc3c(c2)OCO3)c2c(n3c(nc4ccccc43)[nH]c2=O)N1 (configuration not stated),10
Cc1sc(N2CC(C(=O)OCC(=O)c3ccc(Br)cc3)CC2=O)nc1-c1ccccc1 (configuration not stated),6
O=C(OCC#CCSc1nc2ccccc2s1)c1cccc2ccccc12,-2
COc1cc(OC)cc(C(=O)N(CC#N)C2CC2)c1,8
Cc1oc(-c2ccccc2)nc1CC(=O)Nc1ccc(O)c2ccccc12,39
N#CC1(NC(=O)c2csc(-c3cccc(Cl)c3)n2)CCC1,0
O=C(OCc1cc(=O)oc2cc(O)ccc12)c1ccc(F)cc1F,3
Cc1ccnc(NC(=O)CCc2ncc(-c3ccccc3F)o2)c1,17
CC(Sc1cc(Cl)ccc1Cl)C(=O)NCCc1ccccn1 (configuration not stated),2
C=CCN(CC=C)Cc1ccc(OCc2ccccc2)c(OC)c1,-2
CC(=O)c1ccccc1NC(=O)Cn1cnc2cc(Cl)ccc2c1=O,-14
CC(Sc1ccccn1)C(=O)Nc1cccc(Cl)c1 (configuration not stated),5
O=C(Nc1ccc2ccccc2c1)Nc1nnc(-c2ccccc2Cl)s1,4
COc1ccc(C)cc1NS(=O)(=O)c1ccc(-c2cnc(C)o2)cc1,13
CSc1ccccc1C(=O)Nc1cccc(C)c1C,4
CCOC(=O)CSc1ncn(-c2nc(NC)nc(N3CCCCC3)n2)n1,-2
O=C(NC1CC1)C(Sc1cc(Cl)ccc1Cl)c1ccc(F)cc1 (configuration not stated),3
CC(=O)c1ccc(S(=O)(=O)NCCC(=O)NC2CCC(C)CC2)cc1 (configuration not stated),3
COC(=O)COc1ccc2oc(C)c(C(=O)OC(C)C)c2c1,-22
O=C(Nc1ccc(N2CCOCC2)c(Cl)c1)c1ccc2c3c(cccc13)CC2,7
COCCN1C(=O)C(O)=C(C(=O)c2ccc(C)o2)C1c1ccc(O)c(OC)c1 (configuration not stated),14
O=C(CSc1nnc(-c2ccccc2)n1-n1cccc1)Nc1ccc2c(c1)OCO2,4
CNS(=O)(=O)c1cc(C(=O)NCc2ccc(-c3nc4ccccc4s3)o2)ccc1Cl,3
CC(=O)N/N=C/c1cc(Cl)ccc1OCCCOc1ccc(C)cc1C,1
CC(C)CCn1c(CN2CCN(c3ccccc3F)CC2)nc2c1c(=O)n(C)c(=O)n2C,4
O=C(NC1CC1)C1(c2ccc(Br)cc2)CCCC1,6
Cc1ccccc1C(=O)NC1CCCC1,5
CC(NC(=O)c1ccc(CN2CCCCC2)cc1)c1cccc(C(F)(F)F)c1 (configuration not stated),4
Cc1ccc(C(C)(C)c2ccc(C(=O)O)cc2)cc1C,-3
O=C(COC(=O)c1cc(=O)c2ccccc2o1)Nc1ccc(F)cc1,3
CCOC(=O)c1c(C)c(C(=O)Nc2ccc(Cl)cc2)c(C)n1CC,-3
COc1ccc(C2Nc3ccccc3C(=O)N2Cc2ccccc2)cc1COc1ccc(C#N)cc1 (configuration not stated),-2
O=C(OCC(=O)c1c[nH]c2ccccc12)c1ccc(Cl)c([N+](=O)[O-])c1,11
O=C(N[C@@H]1C[C@H]2CC[C@@H]1C2)c1ccc(F)cc1,-2
O=C1CSc2ccc(C(=O)NOCc3ccccc3)cc2N1,-6
Cc1cccc(C(=O)NC(C2CC2)C2CC2)n1,3
Cc1cc2c(c(=O)n1Cc1ccco1)C(Cc1ccccc1)C(C#N)=C(N)O2 (configuration not stated),2
O=C(CSc1nnc2n(-c3ccccc3)c(=O)c3ccccc3n12)Nc1ccc(Cl)cc1,-1
COc1ccc(C(C)=O)cc1CN(C)CC12CC3CC(CC(C3)C1)C2,-2
CC(Sc1nncn1-c1ccccc1)C(=O)Nc1ccc(N(C)C)cc1 (configuration not stated),2
O=C(Nc1ccc2oc(C3CC3)nc2c1)c1ccc[nH]c1=O,-5
N#Cc1nc(-c2ccc(OCc3ccc(Cl)cc3)cc2)oc1NCc1ccco1,-2
COc1ccc(-c2csc(Nc3cccc4ccccc34)n2)cc1,7
Cc1cc(S(=O)(=O)c2ccc(O)c(C)c2)ccc1O,12
CC(C)=CC1C(C(=O)N(C)CC(=O)NC(C)(C)C)C1(C)C (configuration not stated),-11
CCOc1ccc(N(Cc2nc3nc(C)cc(C)n3n2)S(=O)(=O)c2ccccc2)cc1,8
Cc1nc2cc(NC(C)C(=O)Nc3ccc(Cl)cc3Cl)ccc2o1 (configuration not stated),101
Cc1ccc(CCC(=O)NCc2ccccn2)cc1,6
N#CCSc1nc2cc(C(=O)NCc3ccccc3)ccc2c(=O)n1CCc1ccccc1,-4
Cc1c(C(=O)OCCOc2c(Cl)cc(Cl)cc2Cl)sc(=S)n1C,11
COc1ccccc1N1CCN(c2ncc3c(n2)CCCC3=O)CC1,-1
CCCCCCCCCc1ccc(C(=O)O)cc1,8

# Following part:
SMILES,LDHA block
COc1ccc(Cc2nnc3n2N(C(C)=O)C(c2ccccc2)=C(C(C)=O)S3)cc1,4
CCOc1ccc(NC(=O)c2cnc(SC)nc2C(F)(F)F)cc1,-2
CC(C)Cn1nc(C(=O)Nc2nc(-c3ccc4c(c3)OCCO4)cs2)c2ccccc2c1=O,14
Cc1ccc(F)cc1NC(=O)c1nn(CC(C)C)c(=O)c2ccccc12,2
C/C(=N\Nc1cc(C)nc(NCc2ccccc2)n1)c1ccncc1,0
CCN1CCCC1CNC(=O)C1CCCC1 (configuration not stated),-1
O=C(c1cn(CCOc2ccccc2)c2ccccc12)C1CC1,-11
CCc1cccc2c(C(=O)COC(=O)c3cccs3)c[nH]c12,5
Cc1oc(-c2ccccc2)nc1C(=O)NCCCN1CCCC1=O,-4
Cc1cnc(C(=O)OCc2ccc(Cl)cc2)cn1,1
CC(=O)Oc1ccc2oc(=O)c(-c3ccccc3)c(C)c2c1,-21
Cc1ccc(NS(=O)(=O)c2cc([N+](=O)[O-])ccc2N/N=C/c2ccccc2)c(C)c1,-4
Cc1cc2oc(=O)cc(CN3CCN(CCO)CC3)c2cc1C,-2
NC(N)=NC(N)=Nc1ccc(Br)cc1,1&-7
CCC(C)(C)NC(=O)CNc1cccc(-c2nnnn2C)c1,1

# A second format for some results above:
SMILES: CC(C)Cn1nc(C(=O)Nc2nc(-c3ccc4c(c3)OCCO4)cs2)c2ccccc2c1=O
  LDHA block: 14

SMILES: Cc1ccc(F)cc1NC(=O)c1nn(CC(C)C)c(=O)c2ccccc12
  LDHA block: 2

SMILES: C/C(=N\Nc1cc(C)nc(NCc2ccccc2)n1)c1ccncc1
  LDHA block: 0

SMILES: CCN1CCCC1CNC(=O)C1CCCC1 (configuration not stated)
  LDHA block: -1

# Some values from the entries so far:
# LDHA block with N#Cc1nc(-c2ccc(OCc3ccc(Cl)cc3)cc2)oc1NCc1ccco1 is entered as -2
# LDHA block with O=C(CSc1nnc2n(-c3ccccc3)c(=O)c3ccccc3n12)Nc1ccc(Cl)cc1 is entered as -1

# Continuation.
SMILES,LDHA block
CCC(C)(C)NC(=O)c1ccc2nc(C)c(C)nc2c1,21
O=C(c1ccc(Cn2cncn2)cc1)N1CCN(c2ccccc2)CC1,4
Cc1ccc(C(=O)Nc2ccc(CCC(=O)N(C)C)cc2)cc1,0
Cc1nc(/C=C/C(=O)N(CCC#N)Cc2cccnc2)cs1,12
Cc1ccc2oc(-c3ccc(F)cc3)nc2c1,3
COc1ccccc1C(C)NC(=O)Cn1c(=O)c2c(ncn2C)n(C)c1=O (configuration not stated),8
Cc1cccc(C)c1Nc1nc(-c2ccccc2)cs1,-1
c1ccc2oc(Oc3ccc(C4SCCS4)cc3)nc2c1,8
COC(=O)C(Br)(C(=O)OC)C(OC)(C(=O)OC)C(=O)OC,1
COc1cc(C(=O)OC2/C=C(\C)CCC3OC3(C)CC(O)[C@@H]2C(C)C)cc(OC)c1OC (some centres not stated),11
COc1ccc(NC(=O)Cn2ccc3c(Cl)cccc32)cc1,-1
Cc1ccc(-n2nc(-c3noc(C(=O)N4CCC(c5ccccc5)C4)n3)c(=O)n(C)c2=O)cc1 (configuration not stated),-4
COc1ccc(Cn2c(=O)c3c(n4cnnc24)-c2ccccc2CC32CCCCC2)cc1,0
O=C(Nc1ccc(Cl)c(C(F)(F)F)c1)C(Cl)c1ccccc1 (configuration not stated),3
CC(=O)NC(C)c1ccc([N+](=O)[O-])cc1 (configuration not stated),0

# Reprinted at random: five records from the list
SMILES,LDHA block
COc1cc(C(=O)OC2/C=C(\C)CCC3OC3(C)CC(O)[C@@H]2C(C)C)cc(OC)c1OC (some centres not stated),11
Cc1cccc(C)c1Nc1nc(-c2ccccc2)cs1,-1
COc1ccc(Cn2c(=O)c3c(n4cnnc24)-c2ccccc2CC32CCCCC2)cc1,0
COc1ccccc1C(C)NC(=O)Cn1c(=O)c2c(ncn2C)n(C)c1=O (configuration not stated),8
Cc1ccc2oc(-c3ccc(F)cc3)nc2c1,3

# The listing continues:
SMILES,LDHA block
CC12CC3CC(C)(C1)CC(NCc1cccnc1)(C3)C2,2
O=C(CSc1nc(=O)n(Cc2ccncc2)c2c1CCC2)N1CCCCC1,4
Cc1ccc(C(=O)COC(=O)C2CC(=O)N(NC(=O)c3ccc(Cl)cc3Cl)C2)cc1 (configuration not stated),-5
Cc1ccc(CN(C)C(=O)Cn2nnn(-c3cccs3)c2=O)cc1,5
C/C(=N\N(c1ccccc1)c1ccccc1)c1ccc(Br)cc1,3
CCN(Cc1ccccc1)C(=O)COc1ncnc2ccc(Br)cc12,11
O=C(NCc1ccc(C(=O)N2CCCCC2)cc1)c1ccc(C(F)(F)F)cc1,-1
c1ccc(-c2c(SSc3c(-c4ccccn4)c(-c4ccccn4)n4ccccc34)c3ccccn3c2-c2ccccn2)nc1,2
Cc1nc2ccc(NC(=O)c3cc4c(s3)CCC4)cc2s1,9
c1ccc2[nH]c(-c3nn4c(C5CCCCC5)nnc4s3)cc2c1,3
CN1CCN(c2oc(-c3ccccc3F)nc2C#N)CC1,24
COc1ccc(S(=O)(=O)Nc2ccc(C)c(C)c2)cc1,2
COc1ccc(COCC(O)CSc2nncs2)cc1OC (configuration not stated),12
Cc1nn(C(C)C)c(C)c1NC(=O)c1cc2sccc2n1C,-1
CCc1ccc(C(=O)COC(=O)/C=C/C(=O)OCC(=O)c2ccc(CC)cc2)cc1,1
Cc1ccccc1C(=O)NC1CCCCC1,5
COc1ccc(C(=O)CSc2nc3sc(C)c(C)c3c(=O)[nH]2)cc1C,-20
CCN(CC)S(=O)(=O)c1cc(C(=O)Nc2ccc(C(=O)O)cc2)ccc1C,-1
COc1ccc(NC(=O)C=C(C)C)cc1OC1CCCC1,13

# Screens from PubChem.
